# miR-122 sensor: blocks miR-122 activity in Huh7 sensor cells; Huh7 miR-122 Renilla luciferase sensor, 48 h; neutral wells = 0, positive control = 100; activation (reporter increase), % at 12.5 µM; hit rate 0.3% among 340,000; AID 602342;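 active = mean replicate activation score at least 90 and every replicate individually at or above 90; inconclusive = only one of the two criteria met; inactive = neither criterion met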;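 note: higher luciferase means less miR-122 activity so hits act as miR-122 inhibitors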
# CFTR F508del cor: correctors of CFTR F508del function in bronchial epithelial cells. activity (quench increase), % at 7.58 µM. CFBE cells, YFP halide quenching; stimulated with forskolin plus potentiator P3; % fluorescence drop versus neutral controls. hit rate 0.36% among 350,000;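 active = mean added fluorescence quench of at least 8% versus neutral control, with both replicates also reaching 8%; inconclusive = only one of the mean or replicate conditions met; inactive = mean below 8% and not both replicates reaching 8%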;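 note: cells transiently co-express mutant CFTR-F508del with the halide-sensitive YFP; corrector assay measuring rescue of mutant channel to the surface after 24 h compound exposure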
# DENV2 CPE rescue: protects cells from dengue virus 2 cytopathic effect; DENV2-infected cells, cytopathic effect rescue, plate reader; hit rate 1.7% among 350,000; CPE inhibition, % at 9.99 µM; AID 651640; in the data active = CPE inhibition above about 20%, passing the limit was not always enough; inconclusive = no clear call, values can overlap the other calls; tested in BHK-21 cells;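 note: 0% = median of neutral control wells and 100% = median of positive control wells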
# CASP6 VEID inh: caspase-6 (human) enzyme inhibition. P55212. inhibition, % at 12.5 µM. AID 686996. purified caspase-6, Z-VEID-R110 cleavage fluorescence. hit rate 0.53% among 350,000;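 active = mean inhibition across replicates at least about 35%, with every replicate also reaching that limit, limit read from the data; inconclusive = only one of the two criteria met; inactive = neither criterion met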;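 note: 0% = median of neutral control wells and 100% = no fluorescence left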
# Target sequence (P55212 24-179 limits assumed): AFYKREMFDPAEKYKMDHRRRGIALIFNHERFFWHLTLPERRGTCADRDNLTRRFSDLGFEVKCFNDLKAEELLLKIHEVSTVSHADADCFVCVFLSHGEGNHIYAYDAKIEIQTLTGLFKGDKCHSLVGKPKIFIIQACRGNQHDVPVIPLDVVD
# Target sequence (P55212 194-293 limits assumed): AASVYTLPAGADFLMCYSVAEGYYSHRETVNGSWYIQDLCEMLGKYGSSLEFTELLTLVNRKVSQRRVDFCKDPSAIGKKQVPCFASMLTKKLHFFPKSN
# ERp5 inh: blocks human ERp5 reductase activity on insulin | AID 651711 | inhibition, % at 9.99 µM | ERp5 insulin aggregation, absorbance 650 nm, 90 min | Q15084 | hit rate 0.05% among 350,000;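 active = mean replicate inhibition above about 25%, with every replicate also reaching it, limit read from the data, passing the limit was not always enough; inconclusive = only one of those two criteria met; inactive = neither criterion met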
# Target sequence (Q15084 whole entry, looked up): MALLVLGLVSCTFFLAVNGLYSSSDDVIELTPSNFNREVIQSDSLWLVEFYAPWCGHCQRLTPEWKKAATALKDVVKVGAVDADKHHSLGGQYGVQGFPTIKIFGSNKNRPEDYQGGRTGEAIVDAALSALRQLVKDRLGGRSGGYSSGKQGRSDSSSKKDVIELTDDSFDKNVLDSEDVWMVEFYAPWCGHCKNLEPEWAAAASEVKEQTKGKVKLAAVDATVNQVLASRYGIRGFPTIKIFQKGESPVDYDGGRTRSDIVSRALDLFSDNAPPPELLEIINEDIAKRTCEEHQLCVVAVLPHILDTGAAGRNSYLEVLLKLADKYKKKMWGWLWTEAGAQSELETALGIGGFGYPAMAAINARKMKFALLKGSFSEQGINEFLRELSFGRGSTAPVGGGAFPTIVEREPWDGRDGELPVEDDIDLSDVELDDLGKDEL
# ERAP1 inh: inhibitors of human ERAP1 aminopeptidase. hit rate 0.15% among 340,000. inhibition, % at 10.7 µM. Q9NZ08. recombinant ERAP1, Leu-AMC fluorescence, 60 min;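 active = mean replicate inhibition of at least 30%, or all replicates individually reaching that 30% level; inactive = mean below 30% and not every replicate reaching it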;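 note: 0% = neutral control wells and 100% = L-leucinethiol positive control wells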
# SIRT5 inh: inhibitors of human sirtuin-5 desuccinylase; hit rate 1.1% among 330,000; inhibition, % at 15 µM; Q9NXA8; Purified SirT5, succinyl-peptide AMC, trypsin-coupled fluorescence; AID 652115; in the data active = inhibition above about 15%; inconclusive = no clear call, values can overlap the other calls
# Target sequence (Q9NXA8 whole entry, looked up): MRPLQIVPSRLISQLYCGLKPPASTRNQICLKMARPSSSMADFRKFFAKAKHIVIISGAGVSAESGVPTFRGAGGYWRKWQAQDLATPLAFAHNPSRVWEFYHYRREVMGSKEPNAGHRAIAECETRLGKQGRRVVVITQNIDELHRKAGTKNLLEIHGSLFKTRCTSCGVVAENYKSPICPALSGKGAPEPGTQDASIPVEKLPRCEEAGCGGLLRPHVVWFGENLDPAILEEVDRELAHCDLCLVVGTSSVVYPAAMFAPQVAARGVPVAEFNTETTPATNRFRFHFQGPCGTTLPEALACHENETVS
# Active calls of the source: *; ? = inconclusive; nt = no result given; & = joins results of further samples; [ ] = another dose, or the depositor's remark.
ERp5 inh	ERAP1 inh	miR-122 sensor	CFTR F508del cor	SIRT5 inh	DENV2 CPE rescue	CASP6 VEID inh	canonical_smiles
1	-3	3	2.7	-3	-7	0	CCCCC(=O)OCC(=O)C1(O)Cc2c(O)c3c(c(O)c2C(OC2CC(NC(=O)C(F)(F)F)C(O)C(C)O2)C1)C(=O)c1c(OC)cccc1C3=O (configuration not stated)
-5&-2	-1&-2	-3	-4.4&-0.7&2.1	-3&-3	-9&2	-2&0	C[C@@H]1CN([C@H](C)CO)C(=O)CCCn2nncc2CO[C@H]1CN(C)Cc1ccc(-c2ccccc2)cc1
0	3	3	0.0	-2	-9	9	Cc1ccnc(NC(=O)c2cccc(S(=O)(=O)N3CCOCC3)c2)c1
-2	nt	5	-2.7	-2	8	-2	CCc1ccc(-c2cc(N)n(-c3ccccc3)n2)cc1
1	-2	nt	3.0	nt	-6	2	CC(=O)C1=C(C)N(CC(C)C)C(=S)NC1c1cccc(Cl)c1 (configuration not stated)
1	-2	nt	1.6	3	10	1	C/C=C/c1ccc([C@H]2[C@@H](CO)N(C(=O)NC3CCCC3)[C@H]2C#N)cc1
3	2	-3	-0.4	-1	0	0	COc1ccc(CNC(=O)COC(=O)c2cccc(S(=O)(=O)N3CCOCC3)c2)cc1
-14	0	-9	-3.4	-2	-7	0	O=C(Nc1ccc2c(c1)OCO2)c1cc(C2CCCCN2C(=O)c2ccc3c(c2)CCO3)on1 (configuration not stated)
4	2	-1	-0.4	-1	-3	-2	Cc1noc(/C=C/c2nn(C)cc2Cl)c1[N+](=O)[O-]
-5	-2	2	1.5	-3	0	-3	COc1ccc(-c2c(-c3ccc(OCC(=O)NN)cc3O)n[nH]c2C)cc1OC
3	1	nt	3.8	-2	-3	1	O=C(NCCC(=O)N1CCN(c2ccccc2O)CC1)c1ccc(Cl)cc1
-2	-5	-10	-2.3	-1	-1	1	O=C(COC(=O)C12CC3CC(CC(Br)(C3)C1)C2)NNC(=O)c1ccccc1
-10	0	-4	-1.6	0	-3	3	C/C(=N/NC(=O)c1ccc2c(c1)OCO2)c1ccc(NC(=O)c2ccc(F)cc2)cc1
-3	1	-7	-3.1	-1	-5	-3	COc1ccc(N2CC(NS(=O)(=O)c3ccc(F)cc3)CC2=O)cc1 (configuration not stated)
2	0	nt	0.0	0	-1	4	O=C(Nc1cccn(Cc2cccc(F)c2)c1=O)NC1CCCCC1
1	-3	nt	0.9	1	-1	2	COc1cccc(NC(=O)/C=C/c2ccco2)c1
15	4	nt	3.5	-3	14	10	C=CCn1c(=S)[nH]c2sccc2c1=O
-3	0	nt	nt	9	-6	0	Cc1cc(-c2ccccc2)n2ncc(-c3ccccc3)c2n1
5	-8	6	3.8	-2	9	4	O=C(O)CN1C(=O)/C(=C/c2ccccc2Cl)Oc2ccccc21
3	2	-5	-1.4	-4	-3	2	O=C(Nc1c2c(nn1-c1cccc(Cl)c1)CS(=O)C2)c1ccc2c(c1)OCO2 (configuration not stated)
1	-5	2	1.7	0	2	-1	CS(=O)(=O)c1cnc2c(S(=O)(=O)c3ccccc3)cnn2c1N
0	1	-4[16.7 µM]	-2.1	2	-15	5	CCCC#Cc1ccc([C@@H]2[C@@H](CO)N3CCCCN(S(=O)(=O)c4ccccc4C)C[C@H]23)cc1
-4	2	1[16.7 µM]	-1.0	0	-4	0	CN(C)Cc1cn(CC[C@@H]2CC[C@@H](N)[C@H](CO)O2)nn1
-10	-3	0	-1.5	-3	1	0	COc1ccc(C(=O)NCCc2nnc(SCC(=O)Nc3ccccc3F)n2C)cc1
9	-1	-2	3.2	-1	17	-2	COc1ccc(-c2cc(C(=O)N3CCN(C(c4ccccc4)c4ccccc4)CC3)no2)cc1
8	-1	nt	1.3	-1	8	-3	Fc1ccc(CNC(=S)NC2CCCCCC2)cc1
3	-1	0	-11	0	3	1	Cc1cccc(Nc2nc(N3CCOCC3)nc(N3CCOCC3)n2)c1
0	-1	nt	0.1	-2	6	11	N#Cc1c(N)[nH]c(C(=O)c2ccccc2)c1-c1ccccc1Br
-2	-2	nt	-1.6	nt	-3	-4	Nc1ccc2c(c1)OC1(CCCCC1)O2
5	3	-9	-1.3	-2	0	-1	COc1ccccc1-c1cc(C(=O)NN)[nH]n1

# Overlap with the part before: 2 entries, then new ones.
ERp5 inh	ERAP1 inh	miR-122 sensor	CFTR F508del cor	SIRT5 inh	DENV2 CPE rescue	CASP6 VEID inh	canonical_smiles
-2	-2	nt	-1.6	nt	-3	-4	Nc1ccc2c(c1)OC1(CCCCC1)O2
5	3	-9	-1.3	-2	0	-1	COc1ccccc1-c1cc(C(=O)NN)[nH]n1
0	-3	9	-2.3	-3	-7	0	O=c1c2ccccc2ncn1-c1cccc(Br)c1
20	1	1	nt	-1	-5	0	Cc1ccc(C(=O)N/N=C2\CCSC2)cc1[N+](=O)[O-]
1	-1	1	-1.6	nt	3	-4	CCOC(=O)C1(C)CCN1C(=O)c1ccccc1OC(F)(F)F (configuration not stated)
nt	nt	8[16.7 µM]	1.1	nt	1	nt	CNC(=O)C[C@H]1CC[C@H]2[C@H](COc3ccc(NC(=O)Cc4cccs4)cc3C(=O)N2C)O1
-2	2	10[16.7 µM]	-0.7	-4	9	2	C[C@@H]1CN([C@@H](C)CO)C(=O)c2cc(-c3ccncc3)cnc2O[C@H]1CN(C)C(=O)c1ccncc1
-3	nt	-1	-1.7	-2	2	0	CC(C)OC(=O)NC(Nc1ccccc1C(=O)O)(C(F)(F)F)C(F)(F)F
0	2	-2	-0.1	-5	-9	-1	COc1ccc(Cl)cc1NC(=S)N(Cc1ccc(C(=O)O)cc1)Cc1ccc(OC)c(OC)c1
3	nt	nt	2.0	-5	-2	2	Cc1cc(-c2onc(C)c2C(=O)O)no1
5	-1	-3	1.2	11	-1	-3	O=C(NCc1ccccc1)c1ccc(Br)cc1
-6	4	4	4.4	nt	?	-2	COc1ccc(COc2cc(-c3cccc(OC)c3)nc3ccc(NC(=O)c4ccc(Cl)cc4)cc23)cc1
-1	5	-9	-2.1	-7	2	-3	CC(=O)c1cccc(S(=O)(=O)NCCC(=O)O)c1
3	-3	-1	17*	2	9	2	COc1cc(OC)cc(C(=O)c2c(C)c(C#N)c3ccccn23)c1
4	-2	-1	-3.5	2	2	4	CC1(C)CC(=O)C2=C(C1)Nc1ccccc1NC2c1cc(Cl)ccc1O (configuration not stated)
-4	3	nt	0.7	2	-9	1	C#CCN1[C@H](/C=C/C2CC2)[C@H](Cc2ccccc2)OC(=O)[C@@H]1[C@@H]1N[C@@H](C(=O)OC)C(C)(C)S1
1	-3	0	1.5	-1	-11	1	COc1ccccc1NC(=O)Nc1nnc(C(C)c2ccccc2)s1 (configuration not stated)
5	-1	nt	-0.5	-1	-2	-19	COc1ccccc1C(=O)N/C(=C\c1cn(C)c2ccccc12)C(=O)NCCCn1ccnc1
-1	0	nt	3.1	1	-6	1	CCOC(=O)c1c(NC(=O)CNC2CCCc3ccccc32)sc(C(N)=O)c1C (configuration not stated)
-15	-1	-14[16.7 µM]	0.0	-3	12	1	C[C@@H]1CN([C@@H](C)CO)C(=O)c2cc(C#Cc3cccc(F)c3)cnc2O[C@@H]1CN(C)CC1CCCC1
0	-1	nt	nt	-1	nt	0	COC(=O)N/N=C/c1c[nH]c2ccccc12
0	-4	-4[16.7 µM]	-1.1	-2	2	3	CC=Cc1ccc2n(c1=O)C[C@@H]1[C@@H](CO)[C@H](C(=O)NCc3ccccc3)[C@H]2N1CC (mixture of isomers)
-3	-10	-15	4.0	3	?	7	CC(C)CC(N)c1csc(NC(=O)Nc2ccccc2-c2ccccc2)n1 (configuration not stated)
2	13	-4	1.1	-2	-5	-4	COc1ccc(NC(=O)COc2ccc(Br)cc2)c(OC)c1
0	0	-6	-2.1	-2	-6	1	Oc1ccc(-c2nc(-c3ccc(F)cc3)c(-c3ccncc3)[nH]2)cc1
4	-2	nt	-1.0	-5	7	1	COc1ccccc1C(O)P(=O)(OC1CCCCC1)OC1CCCCC1 (configuration not stated)
4&-7&-10	-3&-5&-5	-1	3.2&1.1&-1.4	?	-13&-5&-9	1&0&0	C[C@H]1CN([C@@H](C)CO)C(=O)c2cc(Br)cnc2O[C@H]1CN(C)C(=O)c1cccnc1
-1	-3	1	2.5	5	-4	8	COc1cc(C2C(C(=O)c3ccc(C)o3)=C(O)C(=O)N2c2cc(C)on2)ccc1OCc1ccccc1 (configuration not stated)
6	-15	0	-1.2	2	-12	3	O=C1CC[C@@H]2CC3(C[C@@H]4CCN1[C@H]24)Nc1cc(Cl)ccc1NC3=NC1CCCCC1 (some centres not stated)
-56	-1	nt	-3.2	-3	8	-1	C/C=C/c1cnc2c(c1)C(=O)N([C@@H](C)CO)C[C@@H](C)[C@H](CN(C)Cc1cncnc1)O2
-2	0	nt	-2.0	0	-6	-2	O=C(COC(=O)CCN=C1NS(=O)(=O)c2ccccc21)NC1CCCCCCC1
5	1	-1[16.7 µM]	0.4	nt	-6	-8	C[C@H]1CN([C@@H](C)CO)C(=O)c2cc(NC(=O)CCN3CCOCC3)ccc2O[C@H]1CN(C)Cc1ccc(C(=O)Nc2ccccc2N)cc1
7	3	nt	-4.2	-2	3	3	CO[C@@H]1CN(C)C(=O)c2cc(NC(=O)C3CCCC3)ccc2OC[C@H](C)N(CC2CC2)C[C@H]1C
0	2	4	-0.5	-8	3	-1	CCC(=O)Nc1ccc2c(c1)nc1n2CCN(CCOC)C1
1	-3	0	-0.7	1	-1	1	CN(C(=O)CCNC(=O)Cn1cnc2ccccc2c1=O)c1ccc(Br)cc1
-4	1	-6	-0.8	-1	-5	3	Cc1cc(C(=O)COc2ccccc2Cl)c(C)n1C1CC1
1	2	49[16.7 µM]	1.5	3	-5	-2	C[C@H](CO)N1C[C@H](C)[C@@H](CN(C)Cc2ccccn2)Oc2cc(C3=CCCCC3)ccc2S1(=O)=O
4	nt	nt	-0.2	1	-3	3	O=C1N(c2ccccc2)C(=Nc2ccccc2)SC12CC2
-4	2	nt	2.1	-4	16	-2	COc1ccc(CCC(=O)Nc2cc(S(=O)(=O)N3CCCCC3)ccc2N(C)C)cc1
-6	5	1	-0.9	-3	4	0	COc1ccc(C(=O)CSc2nnc(CNC(=O)c3ccccc3)o2)cc1
4	-4	-2	3.3	-6	2	-2	Cc1cc(NC(=O)C2CC(=O)N(c3ccccc3C)C2)no1 (configuration not stated)
2	-6	-2	-2.2	-2	-6	-3	c1ccc(-c2nccc(-c3ccco3)n2)nc1
1	0	5	2.1	0	-4	3	COc1ccccc1C(=O)N1CCN(C(=O)[C@H]2O[C@@H](n3cnc4c(N)ncnc43)[C@H](O)[C@@H]2O)CC1
5	0	nt	1.7	-1	4	2	O=C(NNS(=O)(=O)c1ccc(Br)cc1)C1CCCCC1
-3	-2	-11	3.1	9	10	1	CN(C)S(=O)(=O)c1ccc(C(=O)Nc2nc(-c3cccs3)cs2)cc1
-2	-6	-9	2.7	-2	3	-1	CCCn1nc(C(=O)NNC(=O)CSC(C)C(=O)Nc2cc(C)on2)c2ccccc2c1=O (configuration not stated)
-1	nt	11	0.0	2	-5	-3	COc1ccc(Cc2nnc(N/N=C/c3ccc(N(C)C)cc3)[nH]c2=O)cc1OC
0	1	nt	nt	-1	1	-6	Cc1cc(CN(C)Cc2ccc(OCC(O)CN(C)Cc3ccccc3)cc2)on1 (configuration not stated)
2	-5	-3	-2.1	-2	-4	0	Cc1ccccc1Nc1nc(N)nc(CN(C)Cc2ccccc2Cl)n1
2	-3	-1	-1.5	-1	-4	-1	CC(C)(C)NC(=O)C(c1ccc(O)cc1)N(Cc1ccccc1)C(=O)CCC(=O)Nc1nccs1 (configuration not stated)
3	3	nt	nt	0	8	-7	Cc1ccc(S(=O)(=O)N(C)c2ccccc2C(=O)NC2CCCC2)cc1

# Some values from the results shown.
# C/C(=N/NC(=O)c1ccc2c(c1)OCO2)c1ccc(NC(=O)c2ccc(F)cc2)cc1 in ERAP1 inh shows 0
# CC(C)(C)NC(=O)C(c1ccc(O)cc1)N(Cc1ccccc1)C(=O)CCC(=O)Nc1nccs1 (configuration not stated) in ERp5 inh shows 2
# O=C(COC(=O)C12CC3CC(CC(Br)(C3)C1)C2)NNC(=O)c1ccccc1 in DENV2 CPE rescue shows -1

# Source: PubChem (Broad Institute)
